Assay outcomes deposited in PubChem by several laboratories.
HTR5A inv ag: HTR5A inverse agonists in luminescence cell assay, primary screen, counter-screen for OPRM1-OPRD1 heterodimer inverse agonist project, full-deck HTS; 5-hydroxytryptamine receptor 5A (Homo sapiens), P47898; HTR5A cell line, inverse agonism; inhibition, % at 9.3 µM; hit rate 0.083% among 340,000; AID 504634, 2011; in the data active = inhibition mostly above about 23%, no sharp cut-off; inactive = mostly below about 18%;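 note: 0% = cells with DMSO and 100% = no-cell wells with DMSO; some compounds called inactive have numbers as strong as hits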
phage Ecoli inh: growth loss of phage-infected E. coli, primary screen, RecBCD inhibitor project, absorbance, with phage, HTS | inhibition, % at 11.9 µM | hit rate 0.26% among 360,000 | AID 651602, 2012; in the data active = inhibition above about 11%
OPRM1-OPRD1 inv: inverse agonists of MOR-DOR heterodimerization, primary screen, cell-based, luminescence. Mu-type opioid receptor (Homo sapiens) + Delta-type opioid receptor (Homo sapiens), …. cell-based MOR-DOR heterodimer luminescence, inverse agonism. inhibition, % at 9.3 µM. hit rate 0.21% among 340,000. AID 504357, 2011; in the data active = inhibition above about 22%, passing the limit was not always enough;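 note: 0% = cells with DMSO and 100% = wells without cells with DMSO; values of inactives mirror those of a sister screen read the other way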
Target sequence (P35372 whole entry, looked up): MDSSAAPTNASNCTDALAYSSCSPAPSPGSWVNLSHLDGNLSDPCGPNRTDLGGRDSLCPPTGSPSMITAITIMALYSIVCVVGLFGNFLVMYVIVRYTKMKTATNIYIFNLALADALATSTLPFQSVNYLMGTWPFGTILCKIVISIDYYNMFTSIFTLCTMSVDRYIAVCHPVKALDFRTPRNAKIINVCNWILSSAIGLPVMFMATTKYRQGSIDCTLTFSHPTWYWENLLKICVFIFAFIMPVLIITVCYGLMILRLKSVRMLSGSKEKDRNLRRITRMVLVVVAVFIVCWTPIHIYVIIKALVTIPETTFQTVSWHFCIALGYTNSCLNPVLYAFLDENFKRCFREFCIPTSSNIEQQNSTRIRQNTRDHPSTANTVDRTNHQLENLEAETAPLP
Target sequence (P41143 whole entry, looked up): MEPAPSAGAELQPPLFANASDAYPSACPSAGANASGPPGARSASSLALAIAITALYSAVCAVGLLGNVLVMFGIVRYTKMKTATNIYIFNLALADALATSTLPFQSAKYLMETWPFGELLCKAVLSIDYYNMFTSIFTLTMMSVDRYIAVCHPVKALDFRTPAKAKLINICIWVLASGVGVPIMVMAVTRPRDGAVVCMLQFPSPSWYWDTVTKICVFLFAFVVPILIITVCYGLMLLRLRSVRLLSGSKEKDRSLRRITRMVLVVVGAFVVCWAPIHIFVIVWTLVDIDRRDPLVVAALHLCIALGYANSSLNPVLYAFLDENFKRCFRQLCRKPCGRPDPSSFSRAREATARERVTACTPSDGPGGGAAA
PfHsp90 set2: growth inhibition of PfHsp90-expressing yeast, primary screen, antimalarial PfHsp90 inhibitor project, S. cerevisiae, BacTiter-Glo luminescence, single point, set 2. inhibition, % at 9.4 µM. BacTiter-Glo ATP, 48 h; yeast lacking PDR1 and PDR3 efflux regulators. AID 504621, 2011. hit rate 0.32% among 310,000;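 active = every replicate shows inhibition above about 80%, whatever the replicate mean, limit read from the data; inconclusive = mean inhibition reaches the set limit but some replicate falls short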;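 note: 0% = DMSO neutral controls and 100% = 20 µM radicicol positive controls; yeast relying on Plasmodium falciparum Hsp90 in place of its own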
Tat transport: E. coli Tat export inhibitors, primary screen, MC4100, TorA-mCherry reporter, fluorescence, single point; hit rate 0.036% among 340,000; AID 488895, 2010; inhibition, % at 10 µM;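 active = mean replicate inhibition at least 50% and at least half of replicates individually reaching 50%; inconclusive = only one of the two criteria met; inactive = neither criterion met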;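 note: exported cargo escapes ClpAP degradation while cytoplasmic cargo is degraded and loses fluorescence; 0% = median of neutral control wells and 100% = median of NaSCN control wells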
SUMO Mot1 rescue: yeast Mot1-301 growth rescue at high temperature, primary screen, SUMOylation pathway inhibitor project, S. cerevisiae, ATP luminescence, 38.5C; S. cerevisiae Mot1-301 growth rescue; percent above DMSO median, 100 means doubled; growth rescue, % at 18.8 µM; hit rate 1% among 320,000; AID 2716, 2010;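 active = every valid replicate shows activation above 250% relative to neutral control wells; inactive = the rest, any valid replicate at or below 250%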;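 note: OY570 slx delta 5 strain wells were the positive control but not used for scaling; some compounds called inactive have numbers as strong as hits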
PKA-R1A activ: activators of PKA-R1A holoenzyme, primary screen, biochemical, fluorescence polarization, Cy5-IP20, bovine R1A, mouse PKAc. cAMP-dependent protein kinase type I-alpha regulatory subunit (Bos taurus) + …. PKA-R1A dissociation; scaled: DMSO 0%, 113 µM cGMP 100%. activation, % at 11.4 µM. hit rate 0.083% among 340,000;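 active = percent activation above the mean of all tested compounds plus 3 SD, cut at about 19% in these data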;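 note: higher means more PKAc released from R1A so a rise in polarization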
PKA-R2B activ: activators of PKA-R2B holoenzyme, primary screen, biochemical, fluorescence polarization, Cy5-IP20, human; cAMP-dependent protein kinase catalytic subunit beta (Homo sapiens) + cAMP-dependent …; PKA-R2B holoenzyme dissociation; R2B truncated from residue 108, S112A mutant; 0% DMSO only, 100% 113 µM cGMP; activation, % at 11.4 µM; hit rate 0.079% among 340,000; AID 504700, 2011;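 active = activation above a cutoff set at the mean over all compounds plus 3 SD, cut at about 18% in these data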;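 note: higher means more holoenzyme dissociation and a rise in polarization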
AddAB inh: growth inhibition of E. coli expressing H. pylori AddAB, primary screen, AddAB inhibitor project, absorbance; inhibition, % at 11.9 µM; AID 435030, 2010; hit rate 0.29% among 330,000; in the data active = inhibition above about 12%;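 note: 0% = vehicle wells of infected cells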
OPRM1-OPRD1 ag: agonists of OPRM1-OPRD1 heterodimerization, primary screen, cell-based, luminescence; hit rate 0.3% among 340,000; Mu-type opioid receptor (Homo sapiens) + Delta-type opioid receptor (Homo sapiens), …; activation, % at 9.3 µM; cells; AID 504326, 2011; in the data active = activation above about 18%;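 note: 0% = vehicle-treated cells and 100% = reference agonist; values of inactives mirror those of a sister screen read the other way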
Ecoli viability: E. coli V3065 growth inhibition, primary screen, counter-screen for AddAB inhibitor project, absorbance, OD600; AID 449728, 2010; hit rate 0.27% among 330,000; inhibition, % at 11.9 µM; 18 h;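 active = inhibition above the campaign's mean inhibition across all tested compounds plus 3 SD, cut at about 9.9% in these data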;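 note: uninfected addAB+ strain grown without phage in ampicillin broth; 0% = DMSO wells and 100% = ciprofloxacin 0.95 µg/ml wells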
Starred values were filed as active, the others as inactive; i = inactive; u = inconclusive; x = not tested or not shown; + = active, no number.

SMILES	HTR5A inv ag	phage Ecoli inh	OPRM1-OPRD1 inv	PfHsp90 set2	Tat transport	SUMO Mot1 rescue	PKA-R1A activ	PKA-R2B activ	AddAB inh	OPRM1-OPRD1 ag	Ecoli viability
O=C(c1ccco1)N1N=C(C2CCCCC2)CC1(O)C(F)(F)F (stereo unspecified)	6	4.5	-6	-26	-3	-4	-7	-3	-2.0	1.0	2.6
CS(=O)(=O)c1ccc(Cl)c(NC(=O)Nc2ccccc2)c1	-16	3.1	0	-7	-6	-7	-15	10	-0.2	-0.1	2.5
Cn1c(C(=O)N[C@@H](C(=O)O)c2ccccc2)cc2cc(Cl)ccc21	8	1.2	5	-2	-3	-4	-8	-6	-0.4	-1.1	0.2
N=c1oc2ccc3ccccc3c2cc1C(N)=S	6	3.3	0	14	17	x	-2	0	-2.2	0.0	0.3
COc1ccc(C(C(=O)NC2CCCCC2)N(C(=O)c2ccco2)c2ccccc2OC)cc1 (stereo unspecified)	-5	0.2	-6	-1	0	7	1	0	-2.0	0.7	-3.0
COCCN(CC(=O)Nc1cccc(C)c1C)C(=O)c1ccc2ccccc2n1	-1	0.4	7	30	0	x	4	-7	1.1	-1.7	-3.1
COc1cccc(NC(=O)CSc2nnc(COc3ccc4c(c3)CCCC4)o2)c1	-12	1.2	-9	-90	-3	4	-9	-9	0.5	1.6	-0.3
CCc1ccc(CC)c(S(=O)(=O)Nc2ccc(C(=O)O)c(O)c2)c1	-15	1.0	5	0	-3	-17	8	-1	3.6	-0.9	0.2
CC(C)c1ccc(C(=O)N2CCCN(C(=O)c3ccc(C(C)C)cc3)CC2)cc1	-18	2.1	7	11	-8	7	8	-4	1.1	-1.3	-1.9
O=C1C(=O)N(C2CCS(=O)(=O)C2)C(c2cccc(O)c2)/C1=C(/O)c1ccc(Cl)cc1 (stereo unspecified)	18	2.1	13	21	-7	19	1	-3	0.9	-2.6	-1.1
O=C(CN1C(=O)S/C(=C\c2ccccn2)C1=O)Nc1ccc(F)cc1	-4	-0.2	0	15	0	6	-4	8	x	-0.1	x
COc1ccccc1Cn1c(=S)[nH]c2ccc(F)cc2c1=O	0	5.2	2	-21	2	34	-1	-10	0.3	-0.4	-1.2
O=C(CC1C(=O)NCCN1Cc1cccc(F)c1)NC1CCCCC1 (stereo unspecified)	25	-0.9	23	-11	3	-8	-3	4	-1.6	-4.3	-1.3
Cc1nc2ccccc2nc1OCC(=O)NCc1ccc2c(c1)OCO2	13	2.6	10	9	-1	-18	-3	-9	-0.6	-1.9	2.5
CCn1c(SCC(=O)Nc2ccc3c(c2)OCO3)nnc1C1CC1	1	4.7	7	23	6	4	-11	-8	2.2	-1.1	1.8
COc1cccc(C(=O)NCC2CCCN(C3CCCCC3)C2)c1OC (stereo unspecified)	-20	2.7	0	4	3	208	-1	-13	x	-0.1	x
CCOC(=O)[C@H]1[C@H]2COc3ccccc3[C@@H]2N2C(=O)c3c(C)cc(C)cc3NC(=O)[C@@]12C	6	-0.2	15	14	1	-12	-4	0	4.8	-2.7	2.4
CCC(CC)C(=O)Nc1cccc(/C(C)=N/NC(=O)c2c(Br)cnn2C)c1	19	1.0	4	3	-4	16	-17	-1	2.4	-1.1	-0.6
O=C(N/N=C/c1ccccc1Br)c1cccc(S(=O)(=O)N2CCOCC2)c1	-11	0.6	16	5	0	9	-9	-3	1.4	-4.1	-6.2
Cc1ncoc1C(=O)N1CCCC(C(=O)c2ccc3c4c(cccc24)CC3)C1 (stereo unspecified)	0	1.4	7	2	1	3	-10	8	-1.0	-1.6	-2.3
CCN(CC(=O)Nc1ccccc1OC)C(=O)c1ccc(NS(=O)(=O)c2ccc(C(C)=O)cc2)cc1	1	-0.4	8	-8	-5	16	4	3	4.0	-1.4	-2.1
CCOC(=O)NNC(=O)C1CCC(C)CC1 (stereo unspecified)	10	2.5	15	x	-3	-5	2	-6	5.1	-2.8	1.1
O=C(CCc1ccccc1)NCC1(c2ccccc2)CCCC1	-1	1.5	-14	-25	11	5	-5	-17	-0.9	3.2	-1.4
CCN(c1ccc(NC(=O)COC(=O)c2cc3ccccc3oc2=O)cc1)C(C)C	-9	3.2	3	-28	-8	-6	-8	-2	1.7	-0.3	-1.2
O=C(/C=C\Nc1ccc2c(c1)OCO2)c1cccs1	-2	7.7	3	-6	-7	-2	3	4	4.9	-0.7	2.0
OC(CN=c1sc2ccccc2n1CC(O)COc1ccccc1)COc1ccccc1 (stereo unspecified)	-21	1.5	-30	-11	5	-13	-10	-3	5.1	5.0	-2.0
Cc1ccc2c(C)c(C(=O)Nc3cccnc3)oc2c1	-2	0.1	-10	x	-3	3	-15	1	0.8	1.9	3.2
COc1ccc(C(=O)NCC(=O)NCC2COc3ccccc3O2)cc1 (stereo unspecified)	-42	2.2	6	-8	7	-7	-1	-12	0.0	-1.1	-0.1
Cc1ccc(C)c2[nH]c(=O)c(CN(Cc3ccco3)C(=S)NCC3CCCO3)cc12 (stereo unspecified)	24	-0.5	0	27	6	x	-4	13	2.2	0.1	2.8
CC(=O)c1ccc(Nc2nc(-c3ccccc3)nc3ccccc23)cc1	-16	-1.0	-12	-41	-11	x	-9	2	x	2.3	x
Cc1ccccc1N1CC(O)(c2ccccc2)[N+]2=C1SCC2 (stereo unspecified)	9	0.8	i	-1	-7	15	-11	-9	1.9	218*	0.2
COc1ccc(NC(=O)CCNC(=O)c2ccccc2)cc1S(N)(=O)=O	-2	-1.3	15	9	6	6	7	2	0.6	-2.8	-1.6
CN(c1ccccc1)S(=O)(=O)c1cccc(NC(=O)Cn2cnc3ccccc3c2=O)c1	-8	2.2	-6	33	-1	5	0	-2	2.5	1.5	-0.9
COCC1CCCCN1C(=O)c1ccc(OC2CCN(CCc3ccccc3)CC2)cc1 (stereo unspecified)	-3	3.4	5	13	6	-2	3	-2	3.6	-0.9	0.9
CCc1[nH]nc2c1C(c1ccsc1)C(C#N)=C(N)O2 (stereo unspecified)	8	2.5	17	9	1	-18	-10	-8	-3.5	-3.4	-0.2
CS(=O)(=O)c1ccccc1-c1nnc(NC(=O)Cc2ccccc2)o1	-2	0.7	7	-12	0	20	0	-11	1.9	-1.4	0.0
CC1CN(C(=O)C(C)Sc2nnnn2C)CC(C)O1 (stereo unspecified)	-15	1.8	8	18	-5	-25	6	0	1.2	-1.8	-0.4
O=C(OCC(=O)N1CCN(C(=O)c2ccco2)CC1)c1cc(F)c(F)cc1Cl	9	2.7	10	-9	4	-7	-5	4	0.7	-2.0	-0.3
O=C(COC(=O)c1ccccn1)NC1CCCCC1	6	1.7	-5	-2	1	-11	-2	-9	-0.1	0.8	-2.0
CCCCSc1nc2c(c(=O)[nH]c(=O)n2C)n1CCc1ccccc1	-30	0.1	6	-29	u	222	0	-2	-1.6	-1.1	-2.8
Cc1noc(C)c1C(=O)OCC(=O)Nc1c(F)cccc1F	0	3.5	8	-41	-6	x	-2	5	0.4	-1.6	-1.8
Cc1ccc(NC(=O)CN2CCN(C)CC2)cc1S(=O)(=O)N1CCOCC1	2	1.8	1	18	-4	-7	-7	-17	-0.3	-0.2	-1.9
O=C(c1ccccc1Nc1ccc(SC(F)F)cc1)N1CCCCC1	2	1.2	-37	14	2	-14	-6	-11	-0.6	6.8	-3.1
COc1cccc(-n2nnc3c(=O)n(C/C=C/c4ccccc4)cnc32)c1	-29	2.7	7	-6	-5	5	-3	-3	-2.9	-1.1	3.6
O=C(CSc1nnc(COc2ccc(Cl)cc2)n1Cc1ccco1)c1ccccc1F	5	4.9	-44	-11	3	1	-7	1	0.6	7.0	-2.1
Cc1ccc2c(c1)[C@H]1[C@H](CO2)[C@H](c2ccccc2)[C@]2(C)C(=O)Nc3cc(F)ccc3C(=O)N12	-12	2.3	-24	-41	1	251	-3	-8	3.2	4.1	-1.7
COc1ccccc1N(CC(=O)NCCSCc1cccc(Cl)c1)S(C)(=O)=O	-6	-0.2	4	-3	7	-4	-11	5	-1.2	-0.8	-1.9
COc1ccc(C(=O)NN(C)c2nc(-c3ccccc3)nnc2C(F)(F)F)cc1	9	2.4	8	12	-2	3	2	-5	2.2	-1.4	2.4
Cc1nn(C)c(C(=O)Nc2ccc3c(c2)OCO3)c1[N+](=O)[O-]	-12	0.9	10	0	-2	61	-10	4	x	-1.5	x
C=CCSc1ncc(CO)n1Cc1ccccc1	1	4.1	5	-6	4	-7	7	7	0.0	-1.1	-0.3
CCn1nnc(NC(=O)COc2cc(C)ccc2C(C)C)n1	-7	1.2	-3	12	5	34	-9	-12	0.9	0.5	-2.1
CN(c1ccccc1C(=O)N1CCN(Cc2ccc3c(c2)OCO3)CC1)S(C)(=O)=O	-11	4.4	14	-2	1	+	12	-2	1.5	-2.8	1.7
C/C(=N/OC(=O)c1c(-c2c(F)cccc2Cl)noc1C)c1cnccn1	-8	1.3	11	-4	-7	-1	-1	2	1.2	-2.3	0.8
CCN(CC)C(=O)[C@H]1C[C@H](CC(=O)NCCN2CCOCC2)C(=O)N2CCc3c([nH]c4ccc(Cl)cc34)[C@]12C	2	2.0	11	12	-10	x	-8	0	1.4	-2.2	0.7
Cc1nn(CC(=O)Nc2ccc(C(C)C)cc2)c(C)c1[N+](=O)[O-]	-3	1.8	4	2	1	62	-6	-4	2.7	-0.8	0.3
Cc1cc(C(=O)N/N=C/c2ccc(OCc3ccccc3)cc2)c(C)o1	-7	1.7	-10	18	6	-16	1	1	1.5	1.8	-2.5
O=C1/C(=C\c2ccccc2)CCc2c1[nH]c1ccccc21	-4	2.0	-24	18	-7	10	8	-5	2.6	4.7	-1.4
COc1cccc(NC(=O)COC(=O)c2ccc3c(c2)OCO3)c1	13	3.2	5	x	-3	x	-10	-9	x	-0.8	x
